# Screens: PubChem BioAssay, The Scripps Research Institute Molecular Screening Center
# FBW7 activator: human FBW7 E3 ligase activation, primary screen. Q969H0. AlphaScreen FBW7–phospho-cyclin E peptide binding, activator screen. normalized activity (activation), % at 26.1 µM. 650,000 compounds, 0.13% hits. AID 1259310; in the data active = normalized activity above about 1.9%;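 note: purified mutant Fbw7 with reduced substrate affinity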
# Target sequence (Q969H0 whole entry, looked up): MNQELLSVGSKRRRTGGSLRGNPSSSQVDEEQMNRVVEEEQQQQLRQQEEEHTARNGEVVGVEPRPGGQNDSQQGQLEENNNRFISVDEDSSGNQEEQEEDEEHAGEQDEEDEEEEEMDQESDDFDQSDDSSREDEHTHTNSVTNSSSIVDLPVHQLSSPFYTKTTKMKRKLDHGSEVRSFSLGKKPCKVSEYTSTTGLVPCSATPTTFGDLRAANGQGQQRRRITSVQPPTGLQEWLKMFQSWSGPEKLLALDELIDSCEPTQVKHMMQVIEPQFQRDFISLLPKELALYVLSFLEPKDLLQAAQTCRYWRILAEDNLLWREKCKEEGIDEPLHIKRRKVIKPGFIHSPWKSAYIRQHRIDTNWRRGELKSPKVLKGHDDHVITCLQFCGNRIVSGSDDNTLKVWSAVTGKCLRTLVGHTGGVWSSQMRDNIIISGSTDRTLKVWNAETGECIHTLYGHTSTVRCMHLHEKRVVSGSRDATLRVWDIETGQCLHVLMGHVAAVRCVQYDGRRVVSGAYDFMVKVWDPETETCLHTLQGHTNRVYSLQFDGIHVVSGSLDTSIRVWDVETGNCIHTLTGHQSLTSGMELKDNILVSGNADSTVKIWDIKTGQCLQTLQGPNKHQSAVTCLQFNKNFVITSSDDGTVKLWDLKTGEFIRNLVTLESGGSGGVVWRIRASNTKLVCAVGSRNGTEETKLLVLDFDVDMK
# TEAD-YAP block: TEAD-YAP interaction inhibition; HEK-TIYL cells, TEAD-Gal4/YAP UAS-luciferase luminescence; inhibition, % at 9.12 µM; 640,000 compounds, 1.4% hits; AID 1259422; in the data active = inhibition above about 32%;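 note: 0% = median of test compound wells and 100% = reference inhibitor wells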
# GPR151 ag: activators of human GPR151. Q8TDV0. PathHunter beta-arrestin GPR151 cells, luminescence. activation, % at 11.2 µM. 650,000 compounds, 1% hits; in the data active = activation above about 4.9%;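 note: 0% = median of compound wells and 100% = cells with positive control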
# MITF primary: inhibitors of human MITF; O75030; AlphaScreen MITF homodimerization, bead proximity signal; inhibition, % at 2.6 µM; 650,000 compounds, 0.91% hits; in the data active = inhibition above about 50%;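 note: 0% = vehicle wells with protein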
# Starred values were filed as active, the others as inactive; / = not tested or not shown.
# Start of the listing, in advance, four compounds:
SMILES,FBW7 activator,TEAD-YAP block,GPR151 ag,MITF primary
CCOC(=O)CC(=O)CSc1nc2c(sc(=S)n2-c2cc(Cl)ccc2OC)c(=O)[nH]1,-0.1,15.7,0.2,4.9
CCn1c(CNC(=O)c2ccc(C)cc2)n[nH]c1=S,0.1,2.0,-0.5,9.6
Cc1ccc(CNC(=O)c2ccc(CNc3nc(=S)[nH]c4ccccc34)cc2)o1,-0.2,7.1,0.1,7.7
CC1=C(C(=O)Nc2cccc(F)c2)C(c2ccc3c(c2)OCO3)C2=C(CC(C)(C)CC2=O)N1 (configuration not stated),0.1,-3.5,0.2,-7.8

# This part in full, from the first entry:
SMILES,FBW7 activator,TEAD-YAP block,GPR151 ag,MITF primary
CCOC(=O)CC(=O)CSc1nc2c(sc(=S)n2-c2cc(Cl)ccc2OC)c(=O)[nH]1,-0.1,15.7,0.2,4.9
CCn1c(CNC(=O)c2ccc(C)cc2)n[nH]c1=S,0.1,2.0,-0.5,9.6
Cc1ccc(CNC(=O)c2ccc(CNc3nc(=S)[nH]c4ccccc34)cc2)o1,-0.2,7.1,0.1,7.7
CC1=C(C(=O)Nc2cccc(F)c2)C(c2ccc3c(c2)OCO3)C2=C(CC(C)(C)CC2=O)N1 (configuration not stated),0.1,-3.5,0.2,-7.8
Cc1nc(C#N)c(N/N=C/c2ccccc2)o1,0.2,-24.8,-1.6,7.2
CN(C)c1ccc(C2NC(=S)NC3=C2N2CCC3CC2)cc1 (configuration not stated),0.0,-9.7,0.3,1.0
CCCOC(=O)c1cc(-c2ccc(OC)cc2)nc2ccc(Cl)cc12,0.1,-0.7,-0.4,10.7
CC1(C)Cc2c(sc(NC(=O)c3ccco3)c2C#N)CO1,0.3,-26.9,-1.2,6.1
O=C(N/N=C/c1ccc([N+](=O)[O-])c(O)c1)C(O)c1ccccc1 (configuration not stated),0.0,-35.0,1.2,-6.7
Cc1cccc(Cc2cnc(NC(=O)c3ccc(Br)cc3)s2)c1,0.1,4.9,-0.7,2.3
CCC(C)Nc1ccc(C(N)=O)cc1[N+](=O)[O-] (configuration not stated),0.0,-4.2,1.1,7.1
O=C1CCCN1CCCNc1nc(N2CCOCC2)nc2c1ncn2-c1ccsc1,-0.4,57.0*,-0.3,-1.1
Cc1ccc(OCC(=O)OCC(=O)c2ccccc2)cc1C,0.1,-3.7,10.0*,-6.7
Cc1cc(=O)nc2c3ccccc3n(C(C)C(=O)N3CCN(c4ccc(Cl)cc4)CC3)n12 (configuration not stated),-0.1,5.0,1.2,-7.7
C=CCn1c(-c2ccccc2)nn(CNc2ccccc2Cl)c1=S,0.1,9.7,-0.5,14.6
COc1ccc(NC(=O)C2C3C=CC4(O3)C2C(=O)N(Cc2cccnc2)C4C(=O)NC2CCCC(C)C2C)cc1 (configuration not stated),-0.1,10.6,1.8,-0.1
NS(=O)(=O)c1ccc(NC(=S)N2CCC3(CC2)OCCO3)cc1,0.0,0.5,-1.3,-2.4
NNC(=O)c1c(/N=C/C=N/c2sc3c(c2C(=O)NN)CCCC3)sc2c1CCCC2,0.0,-3.8,2.8,5.1
Cc1nc2ccc(S(=O)(=O)N(C)CC(=O)NC(C)(C)C)cc2s1,-0.2,8.0,0.5,-1.8
C=C1C2(C(=O)N3CCN(c4ccccc4)CC3)CCC(C2)C1(C)C (configuration not stated),-0.1,7.5,0.7,0.5
CCC(C)NC(=O)c1cc(C)nc2ccccc12 (configuration not stated),0.1,-1.0,1.6,16.4
C/C(=C1\SC(=S)N(CCC(=O)O)C1=O)c1ccc(Cl)cc1,0.2,2.8,-2.0,-2.7
O=C(NCc1ccccc1Cl)C1COc2ccccc2O1 (configuration not stated),0.0,-43.8,-0.6,1.8
Cc1sc(N)nc1-c1c[nH]c2ccccc12,-0.3,4.7,-0.4,9.9
CCOC(=O)c1ccc(NC(=O)N2CCN(c3cccc(OC)c3)CC2)cc1,0.0,-9.3,1.2,-1.0

# The closing 5 entries of the part before come first, to join the parts:
SMILES,FBW7 activator,TEAD-YAP block,GPR151 ag,MITF primary
CCC(C)NC(=O)c1cc(C)nc2ccccc12 (configuration not stated),0.1,-1.0,1.6,16.4
C/C(=C1\SC(=S)N(CCC(=O)O)C1=O)c1ccc(Cl)cc1,0.2,2.8,-2.0,-2.7
O=C(NCc1ccccc1Cl)C1COc2ccccc2O1 (configuration not stated),0.0,-43.8,-0.6,1.8
Cc1sc(N)nc1-c1c[nH]c2ccccc12,-0.3,4.7,-0.4,9.9
CCOC(=O)c1ccc(NC(=O)N2CCN(c3cccc(OC)c3)CC2)cc1,0.0,-9.3,1.2,-1.0
Cc1cc(OCC(=O)Nc2c(C)n(C)n(-c3ccccc3)c2=O)ccc1[N+](=O)[O-],-0.5,7.2,-0.7,-8.1
CCOc1ccc(C(=O)c2c(C(=O)OC)[nH]c3c(C)cc(C)cc3c2=O)cc1,-0.1,4.0,0.5,0.5
c1ccc(OCc2nc3c4c5c(sc4ncn3n2)CCCCC5)cc1,0.0,2.2,-1.5,10.4
O=C(COc1ccccc1)NCc1nnc(SCC(=O)N2N=C(c3cccs3)CC2c2ccc(F)cc2)n1-c1cccc(Cl)c1 (configuration not stated),0.0,4.7,0.6,2.6
Cc1nc2c(-c3ccc(F)cc3)c(C)nn2c(NCCCn2ccnc2)c1C,0.1,-4.2,-1.1,5.0
Nc1c(C(=O)NCCCCO)cc([N+](=O)[O-])cc1[N+](=O)[O-],0.0,-0.3,-0.3,1.6
O=C(COC(=O)COc1ccccc1)Nc1ccc(F)c(F)c1F,0.0,0.1,0.4,11.4
COc1ccc(OC)c(NC(=O)CC2C(=O)NCCN2C(=O)C(F)(F)F)c1 (configuration not stated),0.6,0.7,7.0*,9.4
CCOC(=O)c1ccc(NC(=O)C2CCN(C(=O)c3ccc([N+](=O)[O-])cc3)CC2)cc1,-0.1,7.0,-0.8,6.2
CN(C(=O)c1cc(-c2ccccc2O)on1)c1ccccc1,0.3,-21.2,-2.2,11.3
CC1CN(C2=NC(=O)C(=C3CCCCC3)S2)CC(C)O1 (configuration not stated),0.1,7.0,0.0,-6.7
CC(C)Oc1ccc(/C=N/NS(=O)(=O)c2ccccc2)cc1,0.0,-5.6,0.3,7.0
Cn1c(=NC(=O)C(C)(C)C)sc2cccc(F)c21,0.8,5.1,-0.4,-7.3
O=C1OC(c2ccc(F)cc2)=C/C1=C/c1ccc(Cl)c([N+](=O)[O-])c1,0.0,-7.5,-1.0,-19.3
CC(=O)Nc1ccc(S(=O)(=O)Oc2ccccc2C=C2C(=O)NC(=O)NC2=O)cc1,-0.2,-8.2,0.1,-2.2
COc1ccc(C2C3=C(CC(C)(C)CC3=O)N(C)C3=C2C(=O)CC(C)(C)C3)cc1,0.4,-4.2,-0.7,1.9
CCCS(=O)(=O)c1ccc2nc(NC(=O)OC)[nH]c2c1,-0.1,6.9,-0.9,-0.4
CCOC(=O)c1c(NC(=O)CSc2nnc3ccccn23)sc2c1CCCC2,0.0,-2.0,6.8*,10.7
O=C1CCCN1CCCNc1nc(Nc2ccc(C(F)(F)F)cc2)nc2c1ncn2Cc1ccc(C(F)(F)F)cc1,0.0,-8.2,0.3,9.6
O=C(NC1(C(F)(F)F)NC(=O)N(CCc2ccccc2)C1=O)c1cccc(Cl)c1 (configuration not stated),0.2,-8.7,-0.9,12.3
CCCCCn1c(=S)[nH]c2cc(C(=O)Nc3cc(OC)ccc3OC)ccc2c1=O,-0.1,6.3,-0.4,3.5
Cc1cccc(NC(=O)COc2ccc(Cl)cc2C)n1,0.0,-27.8,-1.2,-10.5
COCCCNC(=O)c1c(OC)cccc1OC,-0.6,0.9,1.0,-3.9
O=C(CSc1ncnc2c1cnn2-c1ccc(Cl)cc1)N1CCc2ccccc21,0.0,9.7,-2.1,10.7
Cc1ccc(CNC(=O)COC(=O)c2cccs2)cc1,-0.2,3.1,-0.1,7.9
# Following part
SMILES,FBW7 activator,TEAD-YAP block,GPR151 ag,MITF primary
Cn1c(=O)n(Cc2ccc(Cl)cc2)c(=O)c2c1nc1n2CCCN1Cc1ccco1,0.6,-3.6,-0.2,0.3
CCCCn1c(=O)n(C)c(=O)c2c(C(F)(F)F)cc(-c3ccncc3)nc21,-0.1,4.1,-1.0,-4.2
COc1cc(C(=O)N/C(N)=N/c2nc3ccccc3o2)cc(OC)c1OC,0.1,2.4,-0.1,-19.7
CC(=O)NS(=O)(=O)c1ccc(NC(=O)c2cccc(C)c2[N+](=O)[O-])cc1,0.0,0.1,-0.3,-11.7
O=C(Nc1cccnc1)c1cc2n(n1)C(C(F)(F)F)CC(c1ccc(Cl)cc1)N2 (configuration not stated),-0.1,-23.1,5.0*,-5.2
CCOC(=O)N1CCN(c2c(OCC)c(=O)c2=O)CC1,-0.1,-0.4,-1.1,0.3
CCOc1ccc(Cc2c(C)nc(N)[nH]c2=O)cc1,1.1,-7.4,1.0,12.7
CCCCN1C(=O)/C(=C/c2c(N3CCOCC3)nc3ccc(C)cn3c2=O)SC1=S,-0.1,12.2,0.4,-4.9
O=C(Nc1c(Cl)cc(Cl)cc1C(=O)NCCO)c1ccc(Cl)cc1Cl,0.0,-4.0,1.7,11.3
CCOC(=O)c1csc(NC(=O)COc2ccccc2)n1,0.1,-4.2,-1.2,5.4
O=C(Cc1cccs1)Nn1c(-c2ccccc2F)nc2ccccc2c1=O,0.0,6.5,1.1,3.6
O=C(O)C1CC(O)CN1c1nc(Cl)ccc1[N+](=O)[O-] (configuration not stated),-0.1,1.6,-0.3,3.1
CCOc1ncccc1C(=O)OCC(=O)c1ccc(C)c(C)c1,0.0,6.5,-0.6,1.7
Cc1ccc(NC(=O)c2ccc(-c3ccc([N+](=O)[O-])cc3)o2)cc1-c1nc2ncccc2o1,-0.2,-5.0,0.0,-4.0
CCc1c(C)nc2ncnn2c1N1CCC(C(=O)Nc2ccc(F)cc2F)CC1,-0.1,23.0,-0.1,0.5
Cc1nnc(SCC(=O)NC(C)(C)C)n1NCc1ccc(Cl)cc1,0.5,5.1,0.7,8.8
CCCCCCCCCCCCCCCCNc1ccc(C(=O)O)cc1,/,/,-0.9,1.4
Cc1cc(C(=O)N/N=C/c2cc([N+](=O)[O-])cc(Br)c2O)n[nH]1,-1.7,-9.8,-0.9,23.1
COc1ccc(C2CC(c3ccccc3Cl)Nc3nc(N)nn32)cc1 (configuration not stated),-0.1,7.7,-0.2,7.2
O=C(NCc1ccco1)C(=O)N/N=C/c1ccccc1[N+](=O)[O-],-0.1,-4.9,-0.3,11.2
COc1ccc(-c2nn(CCC(=O)O)cc2/C=C(/C#N)C(N)=O)cc1OC,-0.1,-13.2,-0.8,-16.4
Cc1nn(CC(=O)NC2CCCC(C)C2C)c(=O)c2c1sc1ccccc12 (configuration not stated),-0.2,-14.0,-0.3,11.1
Cc1ccccc1CSc1nc2ccsc2c(=O)n1-c1ccccc1,-0.1,-5.0,1.1,10.6
CC(=O)Nc1ccc2nc(NC(=O)CS(=O)(=O)c3ccccc3)sc2c1,-0.6,-5.8,-0.2,9.9
N#Cc1ccccc1Nc1cc(NC(=O)Cc2ccc([N+](=O)[O-])cc2)ncc1C(F)(F)F,-0.1,39.9*,-1.6,14.8
CC(=O)c1ccc(OCc2cc(C(=O)NCc3ccncc3C)no2)cc1,0.0,-27.5,-0.5,2.4

# 2 entries from above, bar-delimited:
canonical_smiles | FBW7 activator | TEAD-YAP block | GPR151 ag | MITF primary
Cc1nnc(SCC(=O)NC(C)(C)C)n1NCc1ccc(Cl)cc1 | 0.5 | 5.1 | 0.7 | 8.8
O=C(Nc1c(Cl)cc(Cl)cc1C(=O)NCCO)c1ccc(Cl)cc1Cl | 0.0 | -4.0 | 1.7 | 11.3

# Fetched by structure from above (5):
SMILES,FBW7 activator,TEAD-YAP block,GPR151 ag,MITF primary
Cn1c(=O)n(Cc2ccc(Cl)cc2)c(=O)c2c1nc1n2CCCN1Cc1ccco1,0.6,-3.6,-0.2,0.3
CCc1c(C)nc2ncnn2c1N1CCC(C(=O)Nc2ccc(F)cc2F)CC1,-0.1,23.0,-0.1,0.5
Cc1cc(C(=O)N/N=C/c2cc([N+](=O)[O-])cc(Br)c2O)n[nH]1,-1.7,-9.8,-0.9,23.1
COc1ccc(NC(=O)C2C3C=CC4(O3)C2C(=O)N(Cc2cccnc2)C4C(=O)NC2CCCC(C)C2C)cc1 (configuration not stated),-0.1,10.6,1.8,-0.1
Cc1ccc(NC(=O)c2ccc(-c3ccc([N+](=O)[O-])cc3)o2)cc1-c1nc2ncccc2o1,-0.2,-5.0,0.0,-4.0
